MBNL1-CUG inh – qHTS Assay for Inhibitors of MBNL1-poly(CUG) RNA binding; Muscleblind-like protein 1 (Homo sapiens), Q9NR56; TR-FRET MBNL1-His/biotin-(CUG)12 binding, 665/545 ratio; Potency, µM (top dose mostly 57.5 µM), for the others: top-dose activity change, negative = inhibition, actives largely listed as inhibitors; 0.036% of 280,000 active; active = well fitted inhibition curve with a large enough effect in the signal ratio, with a control signal flat, not every such curve was filed as active; inconclusive = small, poorly fitted or top-dose-only effect, or effect the other way, or a change in a side signal; inactive = no such curve, though single readings can be large or run the other way; the % refers to the signal ratio; also: potency is read from the fitted curve at half-maximal effect; % is scaled to controls: 0 for no effect and ±100 for the full control effect
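His-tagged MBNL1 binding to biotinylated (CUG)12 RNA was measured by TR-FRET using terbium anti-His antibody (0.055 ng/ul final) and streptavidin-XL665 (5 nM final). Compounds were titrated 92 nM to 58 uM; 60 min at room temperature.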
GALK inhibitor – qHTS Assay for Inhibitors of Human Galactokinase (GALK); Potency, µM (highest dose often 57.5 µM), for the others: top-dose activity change, negative = inhibition, most hits filed as inhibitors; P51570; Purified GALK, Kinase-Glo residual ATP luminescence; AID 1868, 2009; 0.007% of 270,000 active; also: potency is read from the fitted curve at half-maximal effect; % is scaled to controls: 0 for no effect and ±100 for the full control effect
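Compounds were pin-transferred into ATP buffer (35 uM final), then GALK plus galactose (5 nM, 100 uM final) was added. After 1 h at room temperature, Kinase-Glo Plus was added and luminescence read after 10 min.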
KCNH2 WT inh – qHTS for Inhibitors of KCHN2 3.1: Wildtype qHTS; Voltage-gated inwardly rectifying potassium channel KCNH2 (Homo sapiens), Q12809; U2OS, BacMam KCNH2, thallium flux FluxOr; stronger effect = lower value; activity change, % at 1.84 µM; 0.37% of 340,000 active; AID 720551, 2013;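 active = maximum activity change below -70%; inconclusive = maximum activity change between -70% and -50%; inactive = maximum activity change above -50%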; also: % is scaled to controls: 0 for no effect and ±100 for the full control effect
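U2OS cells were transduced with wild-type KCNH2 virus (2.03 x 10^8 / mL) for 4 h at room temperature, then cultured overnight at 37 C. Thallium flux was read with FluxOr dye. Rate constants were normalized to DMSO controls.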
Integrin act MD – qHTS for Activators of Integrin-Mediated Alleviation for Muscular Dystrophy | alpha7betagal myoblasts, beta-gal FDG fluorescence, 48 h | Potency, µM (series often up to 38.3 µM), for the others: top-dose activation, most hits filed as activators | 0.064% of 350,000 active;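 also: potency is read from the fitted curve at half-maximal effect; 100% = response of the positive control SU9516; nearly all actives have a fitted effect of over 60% in size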
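alpha7betagal+/- myoblasts (passage 13, 250/well) treated 48 h at 37C with compounds at 1:260 dilution of DMSO stock. Lysed, then beta-galactosidase activity read as FDG fluorescence (ex 480/em 540) after 30 min, with pre-read for autofluorescence.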
TRPV1 ag – HTS Assay for Compounds that Act as Agonists of the Vanilloid Receptor 1 | TRPV1-expressing cells, Fluo-8 calcium influx, agonist mode | activation, % at 8.33 µM | 0.19% of 320,000 active | AID 540275, 2011; in the data active = activation above about 80%; inconclusive = between about 30% and that limit; also: 0% is about no effect
Target sequence (Q8NER1 whole entry, looked up): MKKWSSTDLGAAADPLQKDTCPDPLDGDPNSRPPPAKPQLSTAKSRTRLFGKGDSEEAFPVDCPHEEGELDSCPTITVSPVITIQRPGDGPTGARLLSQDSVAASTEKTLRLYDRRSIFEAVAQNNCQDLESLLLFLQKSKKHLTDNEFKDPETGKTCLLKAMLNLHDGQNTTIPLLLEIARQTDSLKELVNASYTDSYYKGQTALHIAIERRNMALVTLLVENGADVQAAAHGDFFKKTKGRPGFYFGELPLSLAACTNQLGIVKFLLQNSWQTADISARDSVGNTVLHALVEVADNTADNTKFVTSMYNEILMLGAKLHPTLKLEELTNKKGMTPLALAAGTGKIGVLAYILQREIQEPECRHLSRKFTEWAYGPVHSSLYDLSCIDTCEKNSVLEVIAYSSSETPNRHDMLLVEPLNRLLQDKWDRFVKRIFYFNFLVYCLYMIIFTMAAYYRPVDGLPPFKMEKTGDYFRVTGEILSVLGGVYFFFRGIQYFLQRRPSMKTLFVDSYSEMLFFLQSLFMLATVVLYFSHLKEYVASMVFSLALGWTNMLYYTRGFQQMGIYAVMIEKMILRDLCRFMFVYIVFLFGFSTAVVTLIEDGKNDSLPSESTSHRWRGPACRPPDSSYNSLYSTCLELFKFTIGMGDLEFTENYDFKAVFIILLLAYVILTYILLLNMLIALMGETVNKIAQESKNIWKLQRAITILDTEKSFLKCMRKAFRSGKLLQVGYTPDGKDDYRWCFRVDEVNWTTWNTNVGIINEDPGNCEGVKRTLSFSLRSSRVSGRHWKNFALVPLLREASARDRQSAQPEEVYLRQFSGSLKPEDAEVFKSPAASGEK
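TRPV1-expressing cells were cultured overnight at 35.5C and loaded with Fluo-8 calcium dye for 40 to 90 min at room temperature. After a 10 s baseline, compound was added and calcium influx was read kinetically for 3 min (ex 480/em 520 nm).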
A-T KAP1 phos – qHTS Assay for Identifying a Potential Treatment of Ataxia-Telangiectasia; 0.19% of 320,000 active; Potency, µM (doses to about 57.5 µM), without a hit: top-dose activation, usual class: activators; […] A-T fibroblasts, KAP-1 phosphorylation AlphaLISA; neocarzinostatin DNA damage 30 min before lysis; AID 485349, 2010; also: potency is read from the fitted curve at half-maximal effect; % of control where 0% means no effect; nearly all actives have a fitted effect of over 45% in size
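hTERT-immortalized A-T patient fibroblasts ([…]), 500 cells/well in OPTI-MEM, 1% FBS, got compounds for 60 min, then NCS for 30 min at 37C. Lysates were then assayed for phospho-KAP-1 by AlphaLISA (anti-pKAP1 donor, anti-KAP1 acceptor beads), 6 hr at 25C.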
Coupling enz – qHTS Assay for Inhibitors of Fructose-1,6-bisphosphate Aldolase from Giardia Lamblia: Coupling assay counterscreen; activity change, negative = inhibition, % at 58.2 µM, hits read low; coupling enzyme system counterscreen, AmpLite Red fluorescence; AID 2472, 2010; 0.67% of 290,000 active; in the data active = activity change below about -30%; also: % is scaled to controls: 0 for no effect and ±100 for the full control effect
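Activity here indicates interference with the coupling reaction, not aldolase inhibition. Compounds at 57.5 uM final met coupling enzymes for 10 min at RT; substrate and AmpLite Red detection followed, with a 525/598 nm fluorescence read after 20 min.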
MLL CXXC-DNA inh – qHTS Fluorescence Polarization Assay for Inhibitors of MLL CXXC domain - DNA interaction | MLL-CXXC / FITC-HOXA9 DNA fluorescence polarization | 0.037% of 290,000 active | Potency, µM (highest dose often 115 µM), inactives show top-dose activity change, negative = inhibition, usual class: inhibitors; active = well fitted inhibition curve with a large enough effect in the polarisation, with a control signal flat, not every such curve was filed as active; inconclusive = small, poorly fitted or top-dose-only effect, or effect the other way, or a change in a side signal; inactive = no such curve, though single readings can be large or run the other way; the % refers to the polarisation; also: potency is read from the fitted curve at half-maximal effect
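Steps: dispense CXXC domain solution (7 uM) → pin compounds or unlabeled HOX-A9 DNA control → 5 min ambient → add FLSN-HOX-A9 solution (50 nM) → spin → 30 min ambient → fluorescence polarization. Tris pH 7.5/NaCl/DTT/BSA buffer.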
KCNH2 3.1 block – qHTS for Inhibitors of KCHN2 3.1: Mutant qHTS | U2OS KCNH2 3.1, thallium flux FluxOr; stronger effect = lower value | 0.95% of 340,000 active | AID 720553, 2013 | activity change, % (tested at about 1.8 µM) | Potassium voltage-gated channel subfamily H member 2, brain isoform KCNH2 3.1 (human);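 active = maximum activity change below -70%; inconclusive = maximum activity change from -70% to -50%; inactive = maximum activity change above -50%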;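 also: thallium influx rate constant from kinetic fluorescence after stimulation buffer; % is scaled to controls: 0 for no effect and ±100 for the full control effect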
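Measured as rate of thallium-driven FluxOr signal in transduced U2OS cells carrying the 3.1 channel, read kinetically for 2 min upon stimulation; values are rate constants scaled to DMSO control wells.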
ASM inhibitor – Inhibitors of Secretory Acid Sphingomyelinase (S-ASM): qHTS | AID 504937, 2011 | Potency, µM (doses to about 57.5 µM), inactives show top-dose activity change, negative = inhibition, hits mostly inhibitors | 0.006% of 340,000 active | placental ASM, HMU-PC fluorogenic substrate, 60 min; also: potency is read from the fitted curve at half-maximal effect
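Steps: dispense placental human ASM, pin compound, wait 10 min at room temperature, add HMU-PC0 substrate at 9 uM final, incubate 60 min at 37 °C, add stop solution raising pH to 10, read fluorescence.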
* marks the source's active call; other numbers are inactive results; ? = inconclusive; nt = not tested or not shown; & = joins results of further samples; [ ] = another dose, or the depositor's remark. Unless noted, calls follow the shape of the dose curve; as a rule, active = well fitted curve in the direction sought with a large enough effect; inconclusive = small, poorly fitted or top-dose-only effect, or another doubt; inactive = no such curve, though single readings can be large; an effect the other way counts as inactive or inconclusive.

Molecule,MBNL1-CUG inh,GALK inhibitor,KCNH2 WT inh,Integrin act MD,TRPV1 ag,A-T KAP1 phos,Coupling enz,MLL CXXC-DNA inh,KCNH2 3.1 block,ASM inhibitor
COCCn1nnnc1C(c1cccs1)N1CCN(c2ccccc2)CC1 (stereo not drawn),-15%,0%,5,-5%,0,2%,1,5%,6,-1%
CCOC(=O)C1=C(C)N=C2SCCC(=O)N2C1c1cc(Br)ccc1OC (stereo not drawn),nt,nt,3,6%,nt,nt,nt,nt,-1,0%
Cc1c(NS(=O)(=O)c2ccc3[nH]c(=O)[nH]c3c2)c(=O)n(-c2ccccc2)n1C,-5%,-3%,3,0%,1,4%,0,-6%,6,11%
Cc1ccc(C(=O)n2nc(-n3cccc3)c3c(C)cc(C)nc32)cc1,3%,-2%,-7,11%,?,8%,0,33%[activator],4,-5%
COc1cccc(CNS(=O)(=O)c2cc3c(cc2C)n(C)c(=O)c(=O)n3C)c1,4%,nt,-4,-22%,0,-7%,2,nt,-27,8%
COC(=O)CSc1nc(N)c(C#N)c(-c2ccco2)c1C#N,59%[activator],-1%,7,8%,0,6%,-3,2%,-3,33%
Cc1c(C)c2ccc(O[C@@H]3O[C@H](CO)[C@H](O)[C@H](O)[C@H]3O)cc2oc1=O,5%,nt,-19,-15%,3,3%,-2,6%,-6,21%
COc1ccc(NC(=O)c2ccc(NC(=O)CN(C)CC(=O)Nc3c(C)cccc3C)cc2)cc1,nt,-2%,4,-5%,2,-4%,-1,0%,-3,-1%
CC1(OC(=O)CCc2ccccc2)C(=O)C=C2C=C(c3ccc(C#N)cc3)N(C(CO)CO)C=C2C1=O (stereo not drawn),15%,4%,2,30%,-2,-23%,-9&-22,-4%,4,22%
C/C(=N\Nc1nc(C)cc(C)n1)c1ccc(C)o1,-2%,5%,0,2%,8,12%,-5,-13%,6,5%
Cc1ccc(S(=O)(=O)N(C)C)cc1NC(=O)c1ccc(-n2cncn2)c([N+](=O)[O-])c1,nt,nt,8,-13%,0,17%,nt,nt,3,-2%
COc1ccc(-n2c(SCC(=O)OC(C)C)nnc2-c2ccccn2)cc1,9%,-3%,2,6%,10,2%,1,1%,-10,0%
O=C(Nc1cc(F)ccc1F)c1ccc(-n2cncn2)c([N+](=O)[O-])c1,nt,nt,-1,?,7,4%,nt,nt,35,-2%
Cc1nc(N)nc(Nc2ccc(Cl)cc2)c1Br,-1%,0%,-2,-28%,?,-8%,-8,4%,-3,0%
COc1ccc(NC(=O)CSC2=NCCN2)cc1,0%,1%,4,-26%,3,2%,0,5%,-3,4%
COc1cccc(CNc2nn[nH]n2)c1OC,-9%,0%,9,-34%,0,-5%,1,-7%,0,1%
Cc1ccc(-c2n[nH]c(=S)n2/N=C/c2ccncc2)cc1,7%,-1%,0,10%,-8,3%,-2,3%,14,-3%
Cc1ccc(S(=O)(=O)Cn2nnnc2CN2CCCC3(CCCCC3)C2)cc1,2%,1%,10,-16%,?,-1%,2,20%,-7,-6%
O=C(NCCCn1ccnc1)c1ccc(OCC(F)(F)F)cc1,-9%,1%,18,-15%,7,-1%,-1,-7%,10,0%
CCCCNc1nc(-c2ccccc2)c(C(=O)OCC)cc1C#N,6%,-2%,0,3%,15,8%,0,16%,-20,56%[activator]
COc1cc(C(=O)Nc2nc(-c3cc(C)ccc3C)c(C)s2)ccc1OCC(=O)Nc1ccc(F)cc1,26%,3%,-1,-32%,1,-1%,-1,11%,-8,1%
CCc1nc(SCC(=O)Nc2ccc3c(c2)OCCO3)c2oc3ccccc3c2n1,4%,-2%,-21,5%,6,-6%,-1,23%,-4,2%
Cc1ccc(C)c(NC(=O)C[n+]2ccccc2)c1,1%,nt,2,-7%,-4,-10%,2,-4%,18,0%
CCCCCCCCn1c(N2CCN(c3cccc(Cl)c3)CC2)nc2c1c(=O)[nH]c(=O)n2C,-6%,3%,-2,0%,-6,-3%,6,-21%,-20,-14%
Cc1ccc(S(=O)(=O)N(C)c2ccc(OCC(=O)OCc3nnc(-c4ccccc4)o3)cc2)cc1,nt,nt,68,-20%,nt,nt,nt,nt,-88*,0%
CN(CC(=O)Nc1cccc(S(=O)(=O)N2CCCCC2)c1)Cc1ccc(F)cc1,nt,nt,12,-2%,?,6%,nt,nt,2,0%
CCOc1ccc(N2CCn3c2nc2c3c(=O)n(CCc3ccccc3)c(=O)n2C)cc1,5%,-3%,nt,nt,-1,3%,1,11%,nt,nt
CCc1ccc(C(=O)Nc2ccc(C)c(NS(C)(=O)=O)c2)cc1,4%,nt,1,11%,?,-5%,-1,3%,-7,-1%
COc1ccc(OC)c2[nH]c(=O)c(CCNC(=O)c3ccc(S(=O)(=O)N(C)C)cc3)cc12,-9%,-1%,4,6%,-1,-3%,-10,1%,-4,6%
COc1ccc(CC(=O)Nc2nc(-c3cccnc3)cs2)cc1,-2%,nt,-5,14%,3,1%,2,-2%,-8,4%
COc1ccc(Cc2nnc3c4cnn(C)c4ncn23)cc1,-3%,-4%,-17,12%,1,4%,-1,-4%,-5,2%
COC(=O)C/C=N/N=C1/NC(=O)/C(=C/C(=O)O)S1,nt,-4%,6,-11%,0,-5%,-16,16%,-6,0%

Entries of single compounds from above.
Listed for COc1ccc(Cc2nnc3c4cnn(C)c4ncn23)cc1 → MBNL1-CUG inh = -3%; GALK inhibitor = -4%; KCNH2 WT inh = -17; Integrin act MD = 12%; TRPV1 ag = 1; A-T KAP1 phos = 4%; Coupling enz = -1; MLL CXXC-DNA inh = -4%; KCNH2 3.1 block = -5; ASM inhibitor = 2%
Listed for Cc1ccc(S(=O)(=O)N(C)c2ccc(OCC(=O)OCc3nnc(-c4ccccc4)o3)cc2)cc1 → MBNL1-CUG inh = nt; GALK inhibitor = nt; KCNH2 WT inh = 68; Integrin act MD = -20%; TRPV1 ag = nt; A-T KAP1 phos = nt; Coupling enz = nt; MLL CXXC-DNA inh = nt; KCNH2 3.1 block = -88*; ASM inhibitor = 0%

(next part)
Molecule,MBNL1-CUG inh,GALK inhibitor,KCNH2 WT inh,Integrin act MD,TRPV1 ag,A-T KAP1 phos,Coupling enz,MLL CXXC-DNA inh,KCNH2 3.1 block,ASM inhibitor
CC1(C)NC(=O)N(CC(=O)OCC(=O)c2ccc(F)cc2)C1=O,nt,nt,-9,-7%,-1,4%,nt,nt,5,2%
CCCc1cc(-c2n[nH]c(=S)n2CC)c2ccccc2n1,nt,1%,-2,4%,8,0%,3,-3%,3,4%
O=C(NC(NCCCN1CCOCC1)(C(F)(F)F)C(F)(F)F)C1CCCCC1,-2%,-2%,4,-11%,7,3%,0,-1%,11,0%
O=C(O)CSc1ccc(Oc2ccc(SCC(=O)O)cc2)cc1,5%,1%,-7,-11%,0,3%,-1,0%,-3,1%
COc1ccc(C(C(=O)NCC2CCCO2)N(C(=O)c2snc(C(N)=O)c2N)c2ccc(C)cc2)cc1OC (stereo not drawn),?,1%,6,19%,2,16%,-2,6%,2,nt
Cc1cccc(C(=O)OCC(=O)c2c(C)[nH]c3ccccc23)c1O,nt,nt,-4,6%,9,6%,nt,nt,3,-18%
COc1ccccc1CC(=O)NNS(=O)(=O)c1ccccc1[N+](=O)[O-],?,1%,-9,-39%,19,3%,0,-14%,5,-2%
Cc1ccc(NC(=O)N2CCN(C(=O)c3ccco3)CC2)cc1Cl,-1%,8%,-2,-7%,12,-7%,-4,?,-3,-3%
CCCCn1c(N)c(N(CC(C)C)C(=O)CN2C(=O)C3CCCCC3C2=O)c(=O)[nH]c1=O (stereo not drawn),nt,nt,11,10%,-1,-6%,nt,nt,-14,6%

Assay outcomes: PubChem, National Center for Advancing Translational Sciences (NCATS)
